ELG1 DNA repair: blocks ELG1-dependent DNA repair in HEK293T cells. AID 504467. hit rate 2.3% among 330,000. Potency, µM (titrated, usually from 46.1 µM), for inactives: at the top dose activity change, negative = inhibition, hits mostly inhibitors. HEK293T ELG1-luciferase reporter, luminescence, 16 h; DNA damage induced by 5-fluorouridine; further: potency means the concentration at half of the fitted maximal effect; on the % scale 0 is the no-effect control and ±100 the full control effect; nearly all actives have a fitted effect of over 55% in size
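Overnight (16 hr) co-exposure of 2,000 cells/well to 5-fluorouridine and compound at 37 °C preceded detection. Luciferase was quantified via ONE-Glo luminescence; loss of signal denotes inhibition.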
FLuc modulator: inhibits or activates purified firefly luciferase, miR-21 counter-screen; P08659; purified FLuc, Km substrates, luminescence inhibition; Potency, µM (titrated, usually from 57.5 µM), for the others: at the highest dose activity change, negative = inhibition, most hits filed as inhibitors; hit rate 6.9% among 360,000; AID 588342;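 further: potency means the concentration at half of the fitted maximal effect; plate controls were vehicle for no effect and reference inhibitor for full effect; nearly all actives have a fitted effect of over 55% in size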
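Purified P. pyralis luciferase, 10 nM final, with Km-level 10 uM D-luciferin and 10 uM ATP in 50 mM Tris acetate pH 7.5, 10 mM Mg acetate, 0.01% Tween-20, 0.05% BSA; 6-point qHTS titration about 60 µM downward; luminescence read.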
Rab9 prom act: activates the Rab9 promoter; Huh7 Rab9 promoter-luciferase reporter, luminescence, 24 h; Potency, µM (titrated, usually from 9.22 µM), inactives show at the top dose activation, negative = inhibition, actives largely listed as activators; hit rate 2.8% among 320,000; further: potency means the concentration at half of the fitted maximal effect; % of control where 0% means no effect; nearly all actives have a fitted effect of over 60% in size
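Cells were plated at 1500 per well in reduced-serum medium with 10% FBS and left 2 h. Compound in DMSO was then added for 24 h at 37 °C. Reporter signal was read by luminescence after 10 min with luciferase detection reagent.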
BRCA1 expr act: activators of BRCA1 expression. AID 624202. Potency, µM (top dose mostly 46.1 µM), for inactives: top-dose activation, most hits filed as activators. hit rate 1.1% among 380,000. MCF7-BRCA1-FFLuc reporter, luminescence, 48 h; response scale: scaled: vehicle 0%, 10 µM genistein 100%; further: potency means the concentration at half of the fitted maximal effect; nearly all actives have a fitted effect of over 80% in size; some results filed as inactive show a strong effect at the top dose
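Cells: MCF7-BRCA1-FFLuc, 2000/well. Exposure: 48 h, 37 °C, 5% CO2. Read: luminescence, 15 min post-substrate. Controls: genistein 10 microM (maximal activation), DMSO (neutral).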
Gal4-VP16 FLuc: Gal4-VP16 reporter inhibition counter-screen; hit rate 3.5% among 310,000; Drosophila S2 Gal4-VP16 UAS-luciferase, luminescence, 20 h; Potency, µM (top dose mostly 53.6 µM), without a hit: at the highest dose activity, negative = inhibition, most hits filed as inhibitors; AID 2546;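 further: Gal4-VP16 expression switched on by copper sulfate through the metallothionein promoter; potency means the concentration at half of the fitted maximal effect; on the % scale 0 is the no-effect control and ±100 the full control effect; nearly all actives have a fitted effect of over 50% in size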
NPC1 promoter act: NPC1 promoter activation; Potency, µM (top dose mostly 9.22 µM), inactives show top-dose activation, hits mostly activators; Huh7 NPC1 promoter luciferase reporter, 24 h; hit rate 2.4% among 320,000;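 further: potency means the concentration at half of the fitted maximal effect; % of control where 0% means no effect; nearly all actives have a fitted effect of over 60% in size; reporter is driven by a mutant NPC1 promoter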
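Stably transfected Huh7 (NPC1 promoter→luciferase), 1500 cells/well in Opti-MEM + 10% FBS, 2 h settle, then compound 24 h at 37 °C. Luminescence after 10 min with Amplite reagent.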
ELG1 genotoxic: induces genotoxicity in HEK293T cells with luciferase-tagged ELG1; AID 504466; hit rate 1.3% among 330,000; Potency, µM (top dose mostly 46 µM), for the others: at the highest dose activity change, positive = activation, usual class: activators; HEK293T ELG1-luciferase reporter, luminescence, 16 h; further: potency means the concentration at half of the fitted maximal effect; % of control where 0% means no effect; nearly all actives have a fitted effect of over 60% in size
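After overnight (16 hr) compound treatment at 37 °C, ELG1-luciferase HEK293T cells were lysed with ONE-Glo; luminescence quantified 30 min later at room temperature.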
RORg inh: ROR gamma (mouse) transcription inhibition. Potency, µM (titrated, usually from 53.6 µM), without a hit: at the top dose activity change, negative = inhibition, hits mostly inhibitors. hit rate 5.4% among 310,000. Drosophila S2 Gal4-RORgamma UAS-luciferase reporter, 20 h; further: potency means the concentration at half of the fitted maximal effect; on the % scale 0 is the no-effect control and ±100 the full control effect; nearly all actives have a fitted effect of over 60% in size
Target sequence (P51450 whole entry, looked up, the tested form may be a part): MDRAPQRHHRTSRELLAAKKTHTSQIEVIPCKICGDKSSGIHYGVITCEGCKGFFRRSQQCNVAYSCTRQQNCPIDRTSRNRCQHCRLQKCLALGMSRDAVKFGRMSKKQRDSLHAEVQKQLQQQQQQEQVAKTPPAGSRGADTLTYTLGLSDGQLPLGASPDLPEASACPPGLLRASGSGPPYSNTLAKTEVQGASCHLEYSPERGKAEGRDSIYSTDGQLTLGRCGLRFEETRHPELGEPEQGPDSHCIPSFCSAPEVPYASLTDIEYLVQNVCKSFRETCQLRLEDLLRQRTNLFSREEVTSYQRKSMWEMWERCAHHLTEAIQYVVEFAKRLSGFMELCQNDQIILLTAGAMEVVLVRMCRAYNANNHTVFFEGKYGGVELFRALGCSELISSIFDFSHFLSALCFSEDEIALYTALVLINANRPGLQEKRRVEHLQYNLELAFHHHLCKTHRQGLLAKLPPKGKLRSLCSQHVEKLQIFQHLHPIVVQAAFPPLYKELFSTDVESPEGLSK
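Stably transfected Drosophila Schneider cells are the test system, with ROR gamma fused to Gal4 and luciferase under UAS control; luminescence is read after 20 hr of 700 uM copper sulfate induction at ambient temperature.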
Tb PFK block: T. brucei PFK enzyme inhibition. O15648. T. brucei PFK, ADP-Glo luminescence. Potency, µM (top dose mostly 57.5 µM), inactives show at the highest dose activity, negative = inhibition, hits mostly inhibitors. hit rate 0.17% among 330,000. AID 485367;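 further: potency means the concentration at half of the fitted maximal effect; 0% = uninhibited 1x PFK enzyme wells and -100% = no-enzyme wells; nearly all actives have a fitted effect of over 60% in size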
Target sequence (O15648 whole entry, looked up): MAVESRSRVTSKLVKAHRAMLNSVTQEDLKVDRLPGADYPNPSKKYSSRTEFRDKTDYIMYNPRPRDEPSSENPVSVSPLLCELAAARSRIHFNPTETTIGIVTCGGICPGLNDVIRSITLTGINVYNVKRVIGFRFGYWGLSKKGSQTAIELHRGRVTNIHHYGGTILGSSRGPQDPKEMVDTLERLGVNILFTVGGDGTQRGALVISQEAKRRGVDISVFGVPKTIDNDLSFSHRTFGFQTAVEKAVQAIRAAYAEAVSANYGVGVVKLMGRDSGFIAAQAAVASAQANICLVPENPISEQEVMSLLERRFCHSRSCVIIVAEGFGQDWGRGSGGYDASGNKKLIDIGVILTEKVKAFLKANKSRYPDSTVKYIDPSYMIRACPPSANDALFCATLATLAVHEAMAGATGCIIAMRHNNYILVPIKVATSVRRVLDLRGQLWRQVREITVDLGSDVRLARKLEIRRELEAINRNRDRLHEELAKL
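ADP-Glo luminescence quantified ADP after 45 min at room temperature, with 1.25 nM T. brucei PFK, 0.1 mM ATP and 0.5 mM fructose-6-phosphate in pH 8.0 TEA buffer. qHTS titrations up to 57 µM; curves classified by quality.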
p53 reactivation: restores transcriptional activity of mutant p53. H1299 p53-A138V BP100-luciferase reporter, luminescence, 24 h. Potency, µM (top dose mostly 92.2 µM), for inactives: top-dose activity change, positive = activation, usual class: activators. hit rate 0.063% among 320,000. AID 504706; further: potency means the concentration at half of the fitted maximal effect; % of control where 0% means no effect; nearly all actives have a fitted effect of over 45% in size
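p53-null H1299 cells stably carrying temperature-sensitive p53-A138V and a BP100-luciferase reporter were pinned with compounds (4-point, 1:5 series) and held 24 hrs at 37 deg C. Luminescence was read 10 min after detection reagent.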
TRPV1 ag: agonists of human vanilloid receptor 1 (TRPV1); hit rate 0.19% among 320,000; TRPV1-expressing cells, Fluo-8 calcium influx, agonist mode; activation, % at 8.33 µM; in the data active means activation above about 80%; inconclusive means between about 30% and that limit; further: 0% is about no effect
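TRPV1-expressing cells were cultured overnight at 35.5C and loaded with Fluo-8 calcium dye for 40 to 90 min at room temperature. After a 10 s baseline, compound was added and calcium influx was read kinetically for 3 min (ex 480/em 520 nm).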
An asterisk follows results filed as active; u = inconclusive; x = no result given; [ ] = dose if it differs, or a comment. Unless noted, the call rests on the fitted dose curve; in most records, active means well fitted curve in the direction sought with a large enough effect; inconclusive means small, poorly fitted or top-dose-only effect, or another doubt; inactive means no such curve, though single readings can be large; an effect the other way counts as inactive or inconclusive.

mol,ELG1 DNA repair,FLuc modulator,Rab9 prom act,BRCA1 expr act,Gal4-VP16 FLuc,NPC1 promoter act,ELG1 genotoxic,RORg inh,Tb PFK block,p53 reactivation,TRPV1 ag
O=C(N/N=C/c1ccccn1)C1CC1,u,2%,1%,5%,10%,-2%,1%,15%,2%,2%,-5
O=C(CCc1ccccc1)NCCSc1ccccc1,u,u,u,5.6µM*,24%,13%,u,33%,-8%,22%,u
O=C(N/N=C/c1ccncc1)c1cccc(NC(=O)c2ccccc2Cl)c1,-19%,u,5%,1%,-2%,-2%,-3%,22%,2%,-5%,2
Cc1cc2ccccn2c1C(=O)c1ccc([N+](=O)[O-])o1,u,-13%,-2%,-75%,u,-24%,-11%,-41%,0%,-10%,7
O=C(COC(=O)c1ccc(C(F)(F)F)cc1)Nc1cccc(S(=O)(=O)N2CCCCC2)c1,9%,1%,0%,-1%,x,-1%,1%,x,2%,25%,-2
Cc1c(C(C)NC(=O)c2ccc3nc(Cc4ccccc4F)oc3c2)cnn1C (centres undefined),15%,u,5%,49%,28%,11%,6%,31%,1%,12%,-5
COC(=O)c1cccc(NC(=O)C2C3CCC(C3)C2C(=O)O)c1 (centres undefined),u,12%,23%,1%,-3%,-8%,2%,-7%,2%,-1%,-2
CCOC(=O)c1ccc(NC(=S)N2CCN(Cc3ccccc3)CC2)cc1,-6%,8%,0%,11%,u,-4%,1%,u,1%,1%,2
Cc1ccc(N2CCN(C(=O)c3ccccc3NC(=O)/C=C\C(=O)O)CC2)cc1,u,-1%,4%,23%,-1%,-7%,-1%,-8%,8%,-1%,2
CCOC(=O)COc1ccc(CCNC(C)=O)cc1,-2%,-4%[2.3 µM],1%,5%,19%,1%,1%,-23%,15%,1%,0
COC(=O)c1cccc(N(C(=O)c2cnccn2)C(C(=O)NC2CCCCC2)c2cn(C)nc2C)c1 (centres undefined),1%,-1%,1%,0%,-9%,2%,-1%,-11%,-4%,0%,1
CC1CC2(CCCCC2)N2C(=O)C(=O)c3cccc1c32 (centres undefined),-1%,1%,0%,-23%,-13%,-1%,-1%,-28%,1%,-6%,8
O=C(NCc1ccccc1)c1ccc(/C=N/O)nc1,-1%,-3%,2%,-1%,2%,-5%,0%,5µM*,1%,-5%,-1
COc1ccccc1N1CCN(C2CCN(S(=O)(=O)c3ccc(NC(C)=O)cc3)CC2)CC1,1%,-1%,4%,-18%,7%,-1%,-1%,-1%,-5%,2%,4
O=C1CCCN2N=C(SCC(=O)Nc3ccc(Br)cc3)SC2=N1,12%,-1%,1%,11%,0%,-2%,-1%[9.26 µM],8%,3%,4%,1
O=C(Oc1c(Br)cc([N+](=O)[O-])cc1Br)c1cccnc1,-30%,-2%,-9%,-72%,u,-3%,-6%,42%,-3%,0%,-2
COC(=O)c1ccc(CSc2ncnc3c2oc2ccccc23)o1,6%,-1%,3%,2%,1%,-5%,0%,5%,0%,23%,0
COc1cc(C2CC(=O)c3cnc(NC(=O)c4ccco4)nc3C2)cc(OC)c1OC (centres undefined),7%,-1%,4%,-25%,-1%,-2%,2%,-10%,1%,-9%,2
COc1cc(OC)nc(NC(=O)CN2CCN(c3ccc(F)cc3)CC2)n1,1%,-1%,-7%,7%,-4%,1%,-3%,-4%,-12%,-1%,-2
CCn1cc(C(=O)OCC(=O)Nc2c(C)cccc2C)c(=O)c2ccc(C)nc21,11%,1%,2%,0%,2%,-6%,7%,21%,1%,3%,0
O=C1CCC(C(=O)N(CCO)Cc2ccccc2)CN1CCCN1CCOCC1 (centres undefined),u,1%,-1%,24%,-3%,-5%,0%[9.26 µM],-2%,0%,-2%,3
O=C(CSc1ccc(-c2ccccn2)nn1)NCc1ccc(F)cc1,-7%,-1%,-4%,-21%,25%,-3%,0%,-18%,-1%,1%,-1
COc1ccccc1N(C)S(=O)(=O)c1ccc(C(=O)OCC(=O)N(C)c2ccccc2)cc1,-9%,-3%,1%,-1%,8%,-6%,-15%,20%,1%,2%,0
O=C(NCc1ccco1)c1ccc2c(c1)N(Cc1ccccc1)CCS2,u,-3%,0%,-33%,-8%,-4%,0%,-3%,-4%,-2%,u
COc1ccc(C(=O)COc2ncnc3cc(Cl)ccc23)cc1,19%,u,7%,75%,-10%,1%,5%,29%,1%,-1%,7
COc1ccc(OCC(=O)Nc2cccc3cccnc23)cc1,4%,u,-8%,-1%[1.84 µM],-13%,-7%,0%,-16%,-1%,-4%,18
CCOc1c(Br)cc(C(=O)OCC(=O)N2CCc3ccccc3C2)cc1OC,u,5%,-1%,-8%,x,-5%,-3%,x,-2%,19%,u
COc1cccc(NC(=O)N2C3CCCC2CC(NC(=O)C(C)(C)C)C3)c1 (centres undefined),5%,0%,6%,5%,4%,7%,-3%,2%,1%,-4%,-5
O=C(CCC1CCCCC1)Nc1c[nH]c(=O)[nH]c1=O,3%,2%,-4%,11%,0%,-2%,2%,-5%,0%,15%,-4
CC(C)c1nn(-c2cc(C(F)(F)F)ccn2)c(=O)o1,-5%,-1%,2%,1%,4%,-2%,3%,21%,2%,5%,10
CC(=O)Nc1ccc(-c2nn[nH]n2)cc1,0%,-16%,-4%,-1%,-8%,0%,0%,-17%,2%,-1%,0
Cc1ccc(C)c2[nH]c(=O)c(CN(CCCN(C)C)C(=O)NCc3ccccc3)cc12,-11%,1%,-5%,2%,-9%,-3%,-1%,11%,2%,-5%,1
O=C(c1cccc(Cl)c1)N1CCN(c2ncccn2)CC1,-3%,-3%,-1%,1%,-7%,-5%,2%,5%,0%,-1%,-2
CCOc1ccc(OCC)c(NC(=O)CN2CCN(c3cccc(C)c3)C(C)C2)c1 (centres undefined),u,4%,-14%,-66%,-18%,-27%,-14%,24%,-6%,5%,20
Cc1ccc(C2N(c3nccs3)C(=O)C3CCCN32)cc1 (centres undefined),12%,-1%,3%,0%,-16%,-1%,1%,13µM*,-7%,5%,-1
CCOc1ccc(CNC(=O)CCCc2cn(C)c3ccccc23)cc1,-27%,-6%,1%,-18%,19%,1%,0%,10%,-1%,-7%,15
N/C(=N\OC(=O)CC1CCCCC1)c1ccccc1,u,2.1µM*,0%,18%,u,6%,u,7%,-6%,26%,3
CCOC(=O)c1cnc(-n2cc(C)cn2)nc1Nc1ccccc1OCC,u,-2%,-2%,-8%,-10%,0%,-3%,1.8µM*,1%,3%,9
Cc1ccc2[nH]c3nc(SCC#N)nnc3c2c1,18%,4%,-9%,-3%,3%,-4%,6%,-2%,0%,16%,15
O=C(c1cc(S(=O)(=O)N2CCOCC2)ccc1F)N(CCc1ccccc1)Cc1ccccc1,-18%,4%,1%,-35%,x,3%,-17%,x,4%,-2%,u
O=C1CCN(S(=O)(=O)c2ccc(Cl)cc2)CC1,0%,6%,5%,14%,14%,0%,1%,10%,0%,-1%,1
C=CCn1c(C)csc1=Nc1ccc(C(=O)O)cc1,u,-19%,1%,1%,-11%,1%,10%,30%,4%,3%,1
CCOc1ccc2c(c1)c(N=NC(N)=S)c(O)n2C,-8%,0%,-3%,-9%,7.1µM*,-8%,0%,u,-5%,4%,-2
COc1ccc(NS(=O)(=O)c2cc(C(=O)Nc3ccccc3C(=O)O)ccc2C)cc1,-23%,u,-2%,1%,-3%,-36%[inhibitor],-4%,25%,0%,6%,-4

3 entries out of the list above, sorted by the number in RORg inh, high to low:
| SMILES | Rab9 prom act | BRCA1 expr act | NPC1 promoter act | RORg inh | Tb PFK block | p53 reactivation | TRPV1 ag |
| --- | --- | --- | --- | --- | --- | --- | --- |
| O=C(c1cccc(Cl)c1)N1CCN(c2ncccn2)CC1 | -1% | 1% | -5% | 5% | 0% | -1% | -2 |
| O=C(CCC1CCCCC1)Nc1c[nH]c(=O)[nH]c1=O | -4% | 11% | -2% | -5% | 0% | 15% | -4 |
| CC(=O)Nc1ccc(-c2nn[nH]n2)cc1 | -4% | -1% | 0% | -17% | 2% | -1% | 0 |
